Screens from PubChem.
M1AAP inhibition: P. falciparum M1AAP inhibitors, biochemical, fluorogenic H-Leu-NHMec substrate, 1536-well (AID 1445) | recombinant M1AAP, H-Leu-NHMec fluorogenic kinetic assay; higher % means a stronger effect | inhibition, % at 30 µM; hits with a dose series show IC50 in µM | hit rate 0.42% among 220,000;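 active = primary inhibition above the hit cutoff, then over 50% inhibition at one or more dose response concentrations, cut at about 23% in these data, passing the limit was not always enough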;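 note: plate controls were DMSO full reaction for no effect and no enzyme background for full effect; strong numbers were not always called active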
human PMI inhibition: inhibitors of human PMI, primary screen, biochemical, fluorescence intensity, coupled assay (AID 1209) | purified PMI enzyme, coupled fluorescence intensity; higher % means a stronger effect | inhibition, % at 20 µM, or IC50 in µM where a hit was titrated | hit rate 0.42% among 190,000;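 note: plate controls were DMSO vehicle for no effect and wells lacking substrate for full effect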
LYP inhibition: inhibitors of LYP phosphatase, biochemical, fluorescence intensity, uHTS (AID 1779). hit rate 0.054% among 290,000. recombinant LYP phosphatase, fluorescence intensity; higher % means a stronger effect. inhibition, % at 11.5 µM, or IC50 in µM where a hit was titrated;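 note: plate controls were vehicle with enzyme for no effect and no enzyme for full effect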
XIAP displacement: small molecules displacing peptide from XIAP – biochemical, IAP family, fluorescence polarization (AID 1018). XIAP BIR domain, fluorescence polarization peptide displacement; higher % means a stronger effect. displacement, % at 20 µM; hits with a dose series show IC50 in µM. hit rate 0.007% among 200,000; in the data active = displacement above about 50%; note: a part of the inactive calls stands beside numbers as strong as those of hits
AID2073: disruptors of CaV2.2 binding to Mint1 – biochemical, HTRF (AID 2073); hit rate 0.19% among 290,000; inhibition, % at 20 µM; hits with a dose series show IC50 in µM; HTRF protein-protein interaction, Mint1-CaV2.2; higher % means a stronger effect; in the data active = inhibition mostly above about 51%, no sharp cut-off; note: some results filed as inactive read as strong as hits
Dynein cargo inh: dynein cargo transport inhibition; 3617.4 mouse cells, GR-EGFP nuclear translocation imaging; test concentration mostly 20 µM; stimulated with dexamethasone, 1 µM; hits give low values; hit rate 0.47% among 220,000; z-score, hits read low; AID 1381;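 active = plate z-score of nuclear minus cytoplasmic receptor signal below a set negative limit, without overly bright fluorescence or cell loss, cut at about -3.5 in these data, passing the limit was not always enough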;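 note: z-score of nuclear minus cytoplasmic ring GR-EGFP intensity difference per well; some compounds called inactive have numbers as strong as hits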
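Also added: dexamethasone, 1.0 µM final. Medium: tet-free, stripped-serum medium. Detection: fixed, Hoechst-stained cells imaged at 10x for EGFP. Read-out: nuclear-to-cytoplasmic GR-EGFP distribution per well. Times: induction 48 h, compound 1 h, agonist 30 min.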
Siah-1 displacement: Siah-1 peptide-binding antagonists, primary screen, biochemical, fluorescence polarization, rhodamine-plectin, uHTS (AID 1817) | Siah-1 / rhodamine-plectin peptide fluorescence polarization; higher % means a stronger effect | one-dose displacement, % at 20 µM; IC50 in µM for titrated hits | hit rate 0.02% among 290,000;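 active = displacement of at least 50% at 20 µM, with a fluorescence ratio check between 0.3 and a set limit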;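 note: plate controls were Siah plus tracer with DMSO for no effect and tracer alone without Siah for full effect; strong numbers were not always called active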
PMI inhibition: MPI inhibition at elevated mannose 6-phosphate – biochemical, fluorescence intensity, high mannose 6-phosphate, primary screen (AID 1220); hit rate 0.66% among 190,000; one-dose inhibition, % at 20 µM; IC50 in µM for titrated hits; recombinant PMI enzyme, coupled fluorescence intensity; higher % means a stronger effect
P. falciparum M17LAP: P. falciparum M17LAP inhibitors, primary screen, biochemical, fluorogenic H-Leu-NHMec substrate, 1536-well (AID 1619). recombinant M17LAP, H-Leu-NHMec fluorogenic kinetic assay; higher % means a stronger effect. one-dose inhibition, % at 30 µM; IC50 in µM for titrated hits. hit rate 0.38% among 220,000;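 active = compound inhibiting the enzyme by more than half at any dose during confirmatory dose-response retesting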;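 note: plate controls were full reaction with DMSO carrier for no effect and no enzyme background for full effect; strong numbers were not always called active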
Dynein cargo inh cytoplasmic EGFP: also measured in Dynein cargo inh; calls as there; z-score; measured here: cytoplasmic GR-EGFP intensity; hits give high values
Dynein cargo inh nuclear GR-EGFP: recorded beside Dynein cargo inh, whose call it bears; z-score; measured here: nuclear GR-EGFP intensity;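 lower value marks the stronger effect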
Dynein cargo inh cell count: recorded beside Dynein cargo inh, whose call it bears; z-score; measured here: cell count per field
Numbers without * were called inactive; . = no result given; & = joins results of further samples. Cut-off read from the data, not from the text of the source, unless noted: active = inhibition above about 50%; inactive = the rest.

The first 2 entries, ahead of the listing:
SMILES	M1AAP inhibition	human PMI inhibition	LYP inhibition	XIAP displacement	AID2073	Dynein cargo inh	Dynein cargo inh cytoplasmic EGFP	Dynein cargo inh nuclear GR-EGFP	Dynein cargo inh cell count	Siah-1 displacement	PMI inhibition	P. falciparum M17LAP
NC(=O)c1sc2nc3c(c(-c4cccs4)c2c1N)CCCC3	7%	-10%	-1%	-3.5%	0%	-0.92	0.11	0.32	0.093	16%	-16%	0%
CC1CCCN(S(=O)(=O)c2ccc(C(=O)Nc3ccccc3-c3nc4ccccc4[nH]3)cc2)C1 (stereo unspecified)	8%	7%	1%	-3.1%	20%	-0.6	-0.16	-0.12	0.0079	7%	0%	-1%

The list itself, from the start:
SMILES	M1AAP inhibition	human PMI inhibition	LYP inhibition	XIAP displacement	AID2073	Dynein cargo inh	Dynein cargo inh cytoplasmic EGFP	Dynein cargo inh nuclear GR-EGFP	Dynein cargo inh cell count	Siah-1 displacement	PMI inhibition	P. falciparum M17LAP
NC(=O)c1sc2nc3c(c(-c4cccs4)c2c1N)CCCC3	7%	-10%	-1%	-3.5%	0%	-0.92	0.11	0.32	0.093	16%	-16%	0%
CC1CCCN(S(=O)(=O)c2ccc(C(=O)Nc3ccccc3-c3nc4ccccc4[nH]3)cc2)C1 (stereo unspecified)	8%	7%	1%	-3.1%	20%	-0.6	-0.16	-0.12	0.0079	7%	0%	-1%
CN(C)S(=O)(=O)c1ccc(NC(=O)C2CCCN(C(=O)c3ccc(Cl)cc3)C2)cc1 (stereo unspecified)	-1%	11%	-6%	-5.8%	2%	0.17	-0.18	-0.27	0.29	5%	15%	5%
C=CCN1C=C2C(=O)C(C)(OC(=O)CCc3ccccc3)C(=O)C=C2C=C1c1ccc(C#N)cc1 (stereo unspecified)	1%	.	-5%	.	11%	0.27	-0.64	0.16	-0.51	3%	.	1%
Cc1n[nH]c(C)c1S(=O)(=O)N1CCCC(C(=O)Nc2ccc3c(c2)OCCO3)C1 (stereo unspecified)	2%	2%	-8%	-5.9%	-2%	3.2	0.29	1.9	-2.1	0%	4%	-2%
Cc1ccccc1C(=O)Nc1ccc2c(c1)OCO2	10%	8%	-4%	-10%	4%	0.21	-0.19	0.42	-0.17	1%	9%	-3%
CC(C)[C@H](NC(=O)NCc1ccc(F)cc1)C(=O)O	-1%	.	-5%	.	2%	0.77	-0.23	0.4	-0.15	0%	.	-1%
CCCSc1nnc(CSc2nc(C)cc(C)n2)n1C	0%	-12%	-3%	-1.4%	-2%	0.27	-0.27	0.068	0.37	-3%	-14%	14%
CCOC(=O)C(CSCC(=O)c1ccc(Cl)cc1Cl)NC(=O)OC(C)(C)C (stereo unspecified)	22%	20%	-2%	-8.5%	-21%	-0.16	-0.25	-0.16	-0.17	-2%	15%	28%
CC(C)N1CCC(N2CCN(CC#Cc3ccccc3)CC2CCO)CC1 (stereo unspecified)	-3%	-1%	-4%	-3.0%	0%	-0.25	-0.26	0.027	0.23	-5%	-8%	-1%

Random excerpt: four entries already listed
SMILES	M1AAP inhibition	human PMI inhibition	LYP inhibition	XIAP displacement	AID2073	Dynein cargo inh	Dynein cargo inh cytoplasmic EGFP	Dynein cargo inh nuclear GR-EGFP	Dynein cargo inh cell count	Siah-1 displacement	PMI inhibition	P. falciparum M17LAP
C=CCN1C=C2C(=O)C(C)(OC(=O)CCc3ccccc3)C(=O)C=C2C=C1c1ccc(C#N)cc1 (stereo unspecified)	1%	.	-5%	.	11%	0.27	-0.64	0.16	-0.51	3%	.	1%
CC1CCCN(S(=O)(=O)c2ccc(C(=O)Nc3ccccc3-c3nc4ccccc4[nH]3)cc2)C1 (stereo unspecified)	8%	7%	1%	-3.1%	20%	-0.6	-0.16	-0.12	0.0079	7%	0%	-1%
CC(C)[C@H](NC(=O)NCc1ccc(F)cc1)C(=O)O	-1%	.	-5%	.	2%	0.77	-0.23	0.4	-0.15	0%	.	-1%
CC(C)N1CCC(N2CCN(CC#Cc3ccccc3)CC2CCO)CC1 (stereo unspecified)	-3%	-1%	-4%	-3.0%	0%	-0.25	-0.26	0.027	0.23	-5%	-8%	-1%

Further entries follow.
SMILES	M1AAP inhibition	human PMI inhibition	LYP inhibition	XIAP displacement	AID2073	Dynein cargo inh	Dynein cargo inh cytoplasmic EGFP	Dynein cargo inh nuclear GR-EGFP	Dynein cargo inh cell count	Siah-1 displacement	PMI inhibition	P. falciparum M17LAP
Nc1nc(SCc2ccc3c(c2)OCCO3)n[nH]1	1%	4%	0%	-0.8%	-8%	-0.92	-0.24	-0.7	1.5	-3%	-1%	21%
CC(C)c1ccc2[nH]c(O)c(N=NC(=O)c3ccc(CSc4nncn4C)cc3)c2c1	11%	6%	-4%	-1.5%	12%	-0.84	-0.24	-0.64	0.066	4%	1%	19%
O=C(Cc1cccs1)Nc1cccc(-c2nc3ccccc3[nH]2)c1	-1%	10%	-3%	-5.5%	-2%	0.69	-0.25	0.49	-0.57	2%	-2%	-2%
Cc1cc2cc(CNC(=S)NC3CCCCC3)ccc2n1C	-2%	4%	-3%	-5.4%	24%	-0.98	-0.23	-0.55	0.5	12%	7%	7%
O=C(OC1CCOC1=O)c1cc(-c2ccc(Br)cc2)nc2ccccc12 (stereo unspecified)	0%	16%	6%	-1.5%	0%	0.039	-0.19	0.27	-0.62	3%	17%	-2%
CCCc1cc(=O)[nH]c(SCc2cc(Cl)ccc2OC(F)F)n1	6%	14%	4%	-4.1%	-7%	0.35	-0.23	1.1	1	2%	12%	-6%
NS(=O)(=O)c1ccc(NC(=O)/C=C/c2ccc3c(c2)OCO3)cc1	0%	-2%	-3%	-13%	-3%	0.57	-0.29	0.22	0.5	2%	-1%	8%
CCCCNC(=O)c1cc(-c2ccc(OC)cc2)on1	8%	11%	1%	-2.5%	1%	0.77	-0.13	0.81	-0.27	-1%	8%	-10%
CCn1c(C(C)NC(=O)c2cccc(C)c2)n[nH]c1=S (stereo unspecified)	7%	12%	-5%	-8.4%	10%	-0.27	-0.33	-0.62	0.63	2%	8%	-1%
CCCN1C(=O)C2(/C(=C(\O)c3ccc4c(c3)OCCO4)C(=O)C(=O)N2CCCOC)c2ccccc21 (stereo unspecified)	9%	7%	0%	2.2%	1%	-0.68	-0.22	-0.089	-0.027	3%	3%	35%
O=C(CSc1ncnc2ccccc12)NCCc1ccccc1	7%	5%	-6%	-0.9%	-5%	-0.037	-0.16	0.06	-0.21	0%	1%	14%
Cc1cccc(N2CC(C(=O)O)CC2=O)c1C (stereo unspecified)	3%	.	-10%	.	8%	0.37	-0.22	0.61	-0.23	0%	.	1%
Cc1cc(C(F)(F)F)n2nc(-c3sccc3-n3cccc3)cc2n1	7%	7%	-3%	-2.0%	15%	-0.77	-0.21	-0.86	1.4	0%	10%	5%
COCCCn1c(=O)/c(=C\c2ccccc2OC(F)F)s/c1=C(/C#N)C(N)=O	3%	-5%	-5%	-2.2%	25%	-0.088	-0.23	-0.047	0.69	-5%	-2%	0%
Cc1cc(N2CCN(c3ccccn3)CC2)n2cc(-c3ccccc3)nc2n1	9%	11%	-5%	-2.4%	27%	0.77	-0.21	0.65	0.54	3%	11%	9%
Cc1c(Cl)cccc1NCC(=O)NN=C1CCCC1	5%	3%	-10%	-1.8%	-1%	-0.35	-0.25	-0.18	-0.08	0%	3%	9%
Cc1cc(C)nc(SCC(=O)Nn2cnnc2)n1	5%	9%	-1%	-17%	9%	1.2	-0.23	1.5	-1.1	0%	10%	-13%
O=C(CN1C(=O)/C(=C/c2ccccc2)SC1=S)Nc1cccnc1	4%	18%	-4%	-6.5%	23%	-0.73	-0.12	-0.59	0.59	-2%	14%	16%
CN1CCN(NC(=O)c2cc(Br)ccc2Cl)CC1	1%	7%	-4%	-9.2%	3%	-0.16	-0.12	0.21	0.35	-3%	8%	4%
COc1cc(SC)ccc1C(=O)Nc1ccc2c(c1)OCCO2	1%	5%	-3%	-1.8%	-3%	2	-0.014	0.75	-0.35	0%	8%	7%
COc1ccc(NC(=O)c2ccc3nc[nH]c3c2)c(OC)c1	9%	8%	-3%	-2.1%	27%	0.7	-0.23	0.75	-0.23	0%	23%	3%
OCCN1CCN(CCOc2cccc(Cl)c2)CC1	9%	12%	-6%	-5.7%	1%	2.4	-0.14	2.1	-2.1	2%	-4%	-7%
N#C/C(=C/c1ccc(N2CCCCC2)o1)C(=O)NCCc1c[nH]c2ccccc12	12%	33%	-1%	-5.4%	-6%	-4.5	6.9	-0.98	0.97	-1%	35%	-2%
C=CCCC(=O)Nc1nc(C)c(-c2csc(Nc3cc(OC)ccc3OC)n2)s1	11%	4%	-4%	-7.7%	2%	-0.61	-0.21	-0.0058	0.0016	0%	22%	4%
COc1cc2c(cc1OC)C(C(=O)O)C(c1ccc(C)o1)N(C)C2=O (stereo unspecified)	9%	-5%	0%	-5.1%	-1%	-0.056	-0.066	0.27	0.47	-1%	3%	-7%
Oc1c(Cl)cc(Cl)cc1C=Nc1ccccc1N1CCCC1	-4%	8%	-4%	-14%	-3%	-1.2	-0.2	-0.4	0.7	-2%	34%	-2%
CCC(=O)N1c2ccc(S(=O)(=O)CCC(=O)N3CCN(c4ccccc4)CC3)cc2CC1C (stereo unspecified)	8%	0%	0%	-2.2%	2%	-0.66	-0.26	-0.48	0.57	2%	0%	0%
c1cnc(N2CCN(Cc3ccc4c(c3)OCO4)CC2)nc1	1%&-7%	-5%&-7%	-8%&-7%	-0.4%&-5.9%	-2%&-10%	-0.4	-0.24	-0.016	0.96	2%&2%	-8%&-13%	1%&-12%
Cc1ccc2[nH]cc(CCCN3C(=O)c4ccccc4C3=O)c2c1	4%	12%	-1%	-5.0%	-4%	0.71	-0.24	0.64	-0.56	-1%	12%	-2%
COc1ccc(NC(=S)N(CCN2CCCCC2)Cc2ccco2)cc1	6%	2%	-5%	-12%	-12%	-0.083	-0.22	0.16	-0.42	1%	7%	5%
O=C(COc1ccccc1)OC(C(=O)c1ccccc1)c1ccccc1 (stereo unspecified)	-2%	12%	5%	-32%	1%	0.028	-0.24	-0.22	0.12	-2%	0%	-4%
Cc1nn(-c2ccccc2)c(Cl)c1/C=N/NC(=O)c1ccccc1F	8%	.	-3%	.	-5%	-0.24	-0.22	0.24	-0.36	7%	.	14%
COc1ccc(/C=N/N=C(\N)c2nonc2N)cc1OC	14%	7%	-2%	1.4%	-2%	0.98	-0.22	0.15	0.068	-4%	8%	43%
COc1ccc(-c2nc3ccccc3n2Cc2ccc(C)cc2)cc1	-3%	24%	8%	-7.7%	-2%	1.5	-0.2	1.2	-0.89	4%	21%	-6%

Rows are unselected; overall some 2.1% were active at least once.
